# Compound activity: PubChem BioAssay, several laboratories
# Spn PMK inh: S. pneumoniae PMK inhibitors, primary screen, biochemical, mevalonate pathway, pilot trial included | phosphomevalonate kinase (Streptococcus pneumoniae D39) | purified PMK, PK/LDH-coupled NADH absorbance 340 nm | inhibition, % at 10 µM | 65,000 tested, 0.49% active | AID 539, 2006;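 active = top-ranked compounds by inhibition in the single 10 µM screen, taking a fixed number of the strongest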;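 note: 0% = full reaction with DMSO carrier and 100% = background rate without enzyme reaction; no value below 0 was filed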
# Spn MK inh: S. pneumoniae MK inhibitors, primary screen, biochemical, PK/LDH-coupled NADH absorbance. mevalonate kinase [Streptococcus pneumoniae D39]. purified MK, PK/LDH-coupled NADH absorbance 340 nm. inhibition, % at 10 µM. 65,000 tested, 0.48% active;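 active = ranked among the strongest by inhibition in the single 10 µM screen, a fixed top-ranked set picked for dose follow-up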; note: no value below 0 was filed
# Bfl-1 displacement: Bfl-1 inhibitors, primary screen, biochemical, fluorescence polarization, FITC-Bid, mouse (AID 432) | Bcl-2-related protein A1 (Mus musculus) | FITC-Bid BH3 peptide fluorescence polarization displacement; higher % means a stronger effect | displacement, % at 20 µM, or IC50 in µM where a hit was titrated | 64,000 tested, 0.02% active; in the data active = a potency from the dose series; inactive = the rest, 99 in 100 with displacement below about 15%; note: strong numbers were not always called active
# Spn DPM-DC inh: S. pneumoniae DPM-DC inhibitors, primary screen, biochemical, PK/LDH-coupled NADH fluorescence. diphosphomevalonate decarboxylase (Streptococcus pneumoniae D39). purified DPM-DC. calls only at 10 µM. 65,000 tested, 0.49% active. AID 556, 2006;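 active = the 320 compounds with the highest percent inhibition in the single-dose primary screen, excluding strongly autofluorescent ones, cut at about 32% in these data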;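 note: kinetic rate of NADH fluorescence loss reporting ADP formed by the decarboxylase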
# HPDE-C7K KRASV12: cytotoxicity in KRAS-transformed pancreatic duct cells, primary screen, cell-based, fluorescence, HTS (AID 431) | HPDE-C7K KRASV12 cells, Alamar Blue viability, 48 h; higher % means a stronger effect | cytotoxicity, % at 10 µM, or EC50 in µM where a hit was titrated | 63,000 tested, 1.7% active;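 active = compounds whose percent cytotoxicity in the single-dose primary screen, scaled between solvent and toxic-drug controls, exceeds 50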;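 note: 0% = DMSO solvent wells and 100% = doxorubicin-treated wells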
# HPDE-C7 viability: cytotoxicity in HPDE-C7 cells, cell-based, fluorescence, HTS (AID 430); HPDE-C7 pancreatic duct cells viability, fluorescence; higher % means a stronger effect; 63,000 tested, 1.8% active; cytotoxicity, % at 10 µM; hits with a dose series show EC50 in µM;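 note: cells exposed to compound for 48 hours before viability readout; 0% = vehicle and 100% = reference cytotoxic drug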
# HT1080 cytotoxicity: cytotoxicity in HT1080 fibrosarcoma cells, cell-based, fluorescence readout (AID 620); 87,000 tested, 0.42% active; HT1080 viability, fluorescence; higher % means a stronger effect; one-dose cytotoxicity, % at 10 µM; EC50 in µM for titrated hits;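 note: cells exposed to compound overnight then 4 h with Alamar Blue; 0% = vehicle DMSO and 100% = killing control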
# Alkaline phosphatase: human TNAP enzyme inhibitors, biochemical, luminescent (AID 518); Alkaline phosphatase, tissue-nonspecific isozyme (Homo sapiens); purified TNAP enzyme, luminescent substrate readout; higher % means a stronger effect; inhibition, % at 20 µM, or IC50 in µM where a hit was titrated; 64,000 tested, 0.09% active; in the data active = a potency from the dose series; inactive = the rest, 99 in 100 with inhibition below about 22%;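 note: plate controls were vehicle for no effect and reference inhibitor for full effect; many of its hits are not listed in these tables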
# LYP phosphatase: LYP phosphatase inhibitors, primary screen, biochemical, DiFMUP fluorescence, recombinant catalytic domain, 10 µM (AID 606); inhibition, % at 10 µM; hits with a dose series show IC50 in µM; 52,000 tested, under 10 active; recombinant LYP catalytic domain, DiFMUP fluorescence; higher % means a stronger effect; Tyrosine-protein phosphatase non-receptor type 22 (Homo sapiens);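 active = IC50 under 40 µM in the dose-response test; inactive = IC50 of 40 µM or more, or never dose-tested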
# Spn PMK inh pilot replicates: recorded beside Spn PMK inh, whose call it bears; inhibition, %; measured here: pilot screen replicates
# Spn MK inh pilot replicates: further read-out of Spn MK inh, marked with its call; inhibition, %; measured here: pilot screen replicates
# Spn DPM-DC inh pilot screen %: second read-out of Spn DPM-DC inh, no call of its own (marks repeat the call); inhibition, %; measured here: pilot screen trials
# An asterisk follows results filed as active; i = inactive; . = no result given. Cut-off read from the data, not from the text of the source, unless noted: active = cytotoxicity above about 50%; inactive = the rest.
# The opening two compounds, ahead of the listing:
SMILES,Spn PMK inh,Spn MK inh,Bfl-1 displacement,Spn DPM-DC inh,HPDE-C7K KRASV12,HPDE-C7 viability,HT1080 cytotoxicity,Alkaline phosphatase,LYP phosphatase,others
COCCNC(=O)C1CC(=O)N(C2CCCC2)C1 (stereo not drawn),13,1,2%,i,-10%,-11%,9%,8%,1%,
COc1ccccc1C(=O)Nc1cc(Cl)ccc1O,5,10,-10%,i,11%,8%,3%,8%,-1%,

# The list itself, previewed entries included:
SMILES,Spn PMK inh,Spn MK inh,Bfl-1 displacement,Spn DPM-DC inh,HPDE-C7K KRASV12,HPDE-C7 viability,HT1080 cytotoxicity,Alkaline phosphatase,LYP phosphatase,others
COCCNC(=O)C1CC(=O)N(C2CCCC2)C1 (stereo not drawn),13,1,2%,i,-10%,-11%,9%,8%,1%,
COc1ccccc1C(=O)Nc1cc(Cl)ccc1O,5,10,-10%,i,11%,8%,3%,8%,-1%,
CCCCN(C)CCCNC(=O)c1ccc(N2CCCC2=O)cc1,11,1,-1%,i,6%,-4%,3%,2%,.,
c1cc(C(c2nnnn2C2CCCCC2)N2CCN3CCCC3C2)ccn1 (stereo not drawn),13,0,3%,i,6%,-7%,-1%,-5%,9%,
COc1cc(-c2nnc3sc(C4CCCCC4)nn23)cc(OC)c1OC,13,8,6%,i,-14%,-11%,-5%,4%,1%,
CCOc1ccc(-c2nnc(-c3snc(-c4ccc(F)cc4)c3N=CN(C)C)o2)cc1,7,0,-8%,.,-9%,-13%,-5%,3%,-5%,
COc1ccc(NC(=O)c2ccc3c(c2)C(=O)N(Cc2cccnc2)C3=O)c(OC)c1,6,10,-2%,i,-9%,-7%,3%,-1%,10%,
CCc1ccc2c(CN3CCc4ccccc43)cc(=O)oc2c1,5,3,-3%,i,-7%,-5%,-2%,6%,3%,
c1ccc(-c2cn3c4c(sc3n2)CCCC4)cc1,9,0,2%,i,-5%,-3%,15%,13%,1%,Spn PMK inh pilot replicates=1.0;Spn MK inh pilot replicates=1.0;Spn DPM-DC inh pilot screen %=0.5
COC(=O)c1ccccc1NC(=O)CN1C(=O)CSC1=O,0,5,2%,i,-19%,-27%,-3%,-2%,7%,
Cc1nnc(Nc2ccc3c(c2)OCO3)c2ccccc12,14,6,5%,i,-3%,6%,2%,16%,.,
Cc1cc(=O)c2cc(Cl)ccc2[nH]1,7,6,-6%,i,-5%,-15%,-1%,8%,2%,
O=C(CSCc1cnn(-c2ccccc2)c1-n1cccc1)NCCN1CCOCC1,18,0,2%,i,-9%,-14%,.,6%,4%,
N#Cc1cn(CCOc2ccccc2F)c2ccccc12,4,3,8%,i,-1%,-16%,13%,14%,8%,
Cc1cc(=O)[nH]c(COc2ccccc2)n1,0,7,2%,i,-4%,-7%,-13%,11%,-4%,
Cc1ccc(CNC(=O)C2CCCN(S(=O)(=O)c3cccnc3)C2)cc1 (stereo not drawn),13,3,-2%,i,4%,-4%,6%,10%,4%,Spn PMK inh pilot replicates=0.0;Spn MK inh pilot replicates=5.0;Spn DPM-DC inh pilot screen %=4.0
CCOC(=O)c1c(C)c(C(=O)NCc2ccccn2)c(C)n1C,11,1,-1%,i,2%,4%,1%,4%,-3%,
O=C(CCNS(=O)(=O)c1cccs1)Nc1ccccc1F,3,8,1%,i,-16%,-34%,6%,12%,-1%,Spn PMK inh pilot replicates=1.5;Spn MK inh pilot replicates=0.0;Spn DPM-DC inh pilot screen %=1.0
O=C(c1ccco1)N1CCN(S(=O)(=O)c2ccc(Br)s2)CC1,8,12,-6%,i,.,.,2%,10%,3%,
O=C(O)CC(NCc1ccco1)C(=O)OCCc1ccccc1 (stereo not drawn),0,8,-3%,i,-24%,-18%,-1%,1%,14%,
COc1cc(-c2nnc3sc(-c4ccccn4)nn23)cc(OC)c1OC,2,7,1%,i,-8%,-15%,18%,5%,1%,
CC(=O)OC(/C(O)=C(\C#N)c1nc2ccccc2[nH]1)c1ccccc1 (stereo not drawn),10,4,-2%,i,-3%,-1%,5%,0%,.,
CC(=O)Nc1ccc(S(=O)(=O)/N=C2\SCCN2S(=O)(=O)c2ccc(NC(C)=O)cc2)cc1,15,5,0%,i,-15%,-16%,-8%,3%,.,
Cc1cc(C)nc(SC(C)C(=O)O)n1 (stereo not drawn),0,2,-10%,i,-3%,0%,6%,6%,14%,
COc1cc(NS(=O)(=O)c2ccc(F)cc2)c(OC)cc1NC(=O)C1CC1,0,7,-1%,i,2%,4%,2%,7%,1%,
COc1ccc2nc(SCC(=O)NC(C)C)[nH]c2c1,17,0,-5%,i,2%,-13%,3%,9%,-2%,Spn PMK inh pilot replicates=2.5;Spn MK inh pilot replicates=4.0;Spn DPM-DC inh pilot screen %=1.5
CC(NC(=O)Cc1ccccc1)c1nc2ccccc2[nH]1 (stereo not drawn),5,1,8%,i,-2%,-17%,-5%,13%,5%,
COc1ccc(S(=O)(=O)N(CCc2ccccc2)CC(=O)N2CCOCC2)cc1,0,10,-1%,i,-10%,-7%,.,11%,0%,
CCCc1cc(=O)[nH]c(NCc2ccc(Cl)cc2)n1,11,10,-2%,i,-9%,-3%,.,16%,.,
CCOc1ccccc1-c1cc(-c2ccc(OC)cc2)nc2c1c(=O)n(C)c(=O)n2C,15,0,0%,i,-1%,-3%,-3%,9%,-9%,
CC(=O)Nc1nc2n(n1)C(c1ccc(Cl)cc1)C=C(C)N2 (stereo not drawn),20,0,9%,.,-1%,0%,-20%,11%,5%,
CCOc1ccc(OCc2ccc(C(=O)OCc3ccccn3)o2)cc1,7,7,-3%,i,-12%,-14%,.,10%,5%,
CCN(CC)c1ccc(NC(=O)C2CCCN(S(=O)(=O)c3cccnc3)C2)c(C)c1 (stereo not drawn),3,2,4%,i,-10%,29%,0%,6%,8%,
Cc1cc2ccccc2c(=O)n1CC(=O)NCC(=O)N(C)Cc1ccccc1,0,3,-2%,i,-2%,-16%,-5%,10%,6%,
CCOc1ccccc1OCC(O)CNC (stereo not drawn),2,10,-11%,i,-1%,-2%,0%,8%,7%,
COc1ccc2c(c1)C(C)=CC(C)(C)N2C(=O)CNCc1ccc2c(c1)OCO2,18,12,-8%,i,40%,22%,7%,15%,.,
Cc1nc(CNS(=O)(=O)c2ccc3c(c2)CCCC3)cs1,6,3,10%,i,-1%,-11%,0%,13%,11%,
Nc1nnc(COc2ccc(Br)cc2Br)s1,0,5,2%,i,9%,9%,6%,12%,19%,
CCC(=O)N1CCN=C1SCc1ccccc1Cl,0,8,-2%,i,-11%,-13%,4%,4%,11%,
CCOC(=O)C1CCCN(c2ncnc3c2cnn3-c2ccc(Cl)cc2)C1 (stereo not drawn),6,0,-9%,i,-1%,-2%,-6%,7%,.,
CCc1nc(C)cn1S(=O)(=O)c1cc(Br)ccc1OC,8,1,-2%,i,5%,-4%,-8%,3%,2%,
COC(=O)c1cc(Oc2ccc(C(=O)OC)cc2N)cc(C(=O)OC)c1,13,10,-2%,i,7%,-21%,13%,12%,12%,Spn PMK inh pilot replicates=0.0;Spn MK inh pilot replicates=3.0;Spn DPM-DC inh pilot screen %=0.0
COc1cccc(N2C(=O)C3CCCN3C2c2ccc(F)cc2)c1 (stereo not drawn),12,0,-4%,i,.,.,-8%,20%,6%,
CCOC(=O)CNC(=O)CSc1nnnn1-c1cc(C)ccc1C,0,0,-11%,i,-19%,-17%,-8%,11%,6%,Spn PMK inh pilot replicates=0.0;Spn MK inh pilot replicates=4.0;Spn DPM-DC inh pilot screen %=1.0
COc1ccc(CNC(=O)C2CC=CCC2C(=O)O)cc1OC (stereo not drawn),1,0,-1%,i,-13%,0%,1%,7%,2%,
CCOC(=O)C1CCN(C(=O)CN(c2ccc(Cl)c(C(F)(F)F)c2)S(C)(=O)=O)CC1,14,8,-2%,i,-9%,4%,-12%,8%,12%,Spn PMK inh pilot replicates=0.0;Spn MK inh pilot replicates=1.0;Spn DPM-DC inh pilot screen %=0.0
CCCC(CCC)C(=O)Nc1ccncc1,0,0,7%,i,-1%,-6%,2%,10%,0%,
COc1cccc(C(=O)N(CN2CCCC2=O)c2ccccc2OC)c1,0,2,0%,i,-3%,0%,12%,4%,-5%,
COc1ccc(CNC(=O)C(C#N)c2nc3ccccc3nc2N2CCN(C)CC2)cc1 (stereo not drawn),0,9,-1%,i,76%*,72%*,2%,2%,.,
Cc1cc(C)nc(N2CCC(C(=O)Nc3ccc4c(c3)CCC4)CC2)n1,13,10,5%,i,-16%,-37%,-6%,12%,-7%,Spn PMK inh pilot replicates=8.0;Spn MK inh pilot replicates=0.0;Spn DPM-DC inh pilot screen %=0.0
CCOC(=O)c1cc(CC)sc1N,16,5,4%,i,2%,2%,-9%,4%,-4%,
O=C(NCCc1ccccc1)c1ccccc1NS(=O)(=O)N1CCCC1,6,5,-7%,.,13%,19%,1%,7%,8%,
COc1ccc(N(CC(=O)Nc2ccc3c(c2)OCCO3)S(C)(=O)=O)c(OC)c1,14,5,-4%,i,-12%,-11%,8%,7%,13%,
Cc1cc(OCC(=O)NCCCN2CCOCC2)cc(C)c1Cl,13,10,4%,i,-2%,9%,-3%,-2%,5%,
O=C(NCCN1CCOCC1)c1cc2ccccc2o1,0,0,-12%,i,-9%,-4%,.,9%,.,
O=C(NCc1ccccc1)c1cccnc1N1CCOCC1,2,5,-1%,i,8%,-4%,8%,13%,3%,
O=C(CN1CC(c2ccccc2)CC1=O)OCc1ccccc1F (stereo not drawn),10,7,0%,i,-30%,-16%,-1%,-3%,8%,
Cc1cc(C)c2c(=O)n(CC(=O)N3CCC(N4CCCCC4)CC3)sc2n1,11,17,0%,i,-1%,26%,-2%,3%,.,
CC(C)Cc1nc2oc3c(NCC4CCCO4)ncnc3c2c2c1CCC2 (stereo not drawn),11,8,1%,i,.,.,-4%,5%,6%,
COCCNC(=O)COc1cccc(Oc2ccccc2)c1,22,0,-1%,i,.,.,-11%,12%,.,
O=C(NCC1CCCO1)c1ccccc1-c1nc(-c2ccc(Cl)cc2)no1 (stereo not drawn),8,4,1%,i,-9%,-43%,0%,12%,.,Spn PMK inh pilot replicates=0.5;Spn MK inh pilot replicates=1.5;Spn DPM-DC inh pilot screen %=1.0
Cc1cc(NC(=O)COC(=O)COc2cccc3c2OC(C)(C)C3)no1,16,2,0%,i,2%,-1%,1%,8%,.,
CC(=O)c1cccc(S(=O)(=O)N(CCCO)Cc2cc3ccc(C)cc3[nH]c2=O)c1,6,7,0%,i,-16%,-4%,16%,8%,.,
